Gli-Sufu block = blocks Gli-Sufu signaling in a luciferase reporter; Sufu-KO-LIGHT fibroblasts, Gli luciferase reporter luminescence; inhibition, % at 5 µM; 340,000 tested, 0.74% active; AID 588413;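 active = inhibition above about 55%, limit read from the data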;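 note: 0% = DMSO-treated cells and 100% = wells with medium but no cells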
Jurkat NFkB inh = lowers PMA/ionomycin-induced NF-kB signal in Jurkat cells; PMA/ionomycin-induced NF-kB luciferase reporter, luminescence; inhibition, % at 4 µM; 330,000 tested, 0.53% active; AID 435003
SENP8 inh = SENP8 protease inhibition; inhibition, % at 10 µM; Q96LD8; purified SENP8, Z-RLRGG-aminoluciferin cleavage, luminescence; 330,000 tested, 1.2% active
Apaf-1 inh = blocks human Apaf-1 apoptosome activity | reconstituted apoptosome caspase-3 activity, DEVD-Rh110 fluorescence | O14727 | AID 489030 | 330,000 tested, 0.71% active | inhibition, % at 20 µM; active = inhibition of at least 40% at 20 µM;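 note: plate controls were DMSO wells for no effect and DEVD-CHO caspase inhibitor wells for full effect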
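Material: reconstituted apoptosome with Apaf-1, cytochrome c, caspase-9, procaspase-3, dATP. Technique: Rh110 fluorescence intensity. Buffer or medium: pH 7.5 Hepes buffer with CHAPS, BSA, DTT. Times: 30 min plus 50 min, RT.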
UBC13 polyUb = blocks human UBC13 polyubiquitin chain formation | inhibition, % at 20 µM | TR-FRET | 330,000 tested, 0.47% active; in the data active = inhibition above about 45%, passing the limit was not always enough
Target sequence (P61088 whole entry, looked up): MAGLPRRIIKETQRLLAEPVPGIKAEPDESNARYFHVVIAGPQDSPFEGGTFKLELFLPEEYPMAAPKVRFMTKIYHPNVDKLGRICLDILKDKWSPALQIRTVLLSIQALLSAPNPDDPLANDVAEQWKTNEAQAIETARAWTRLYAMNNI
697 NFkB inh = lowers PMA/ionomycin-induced NF-kB signal in 697 B cells. 697 B-cell NF-kB luciferase reporter, 16 h. inhibition, % at 4 µM. 330,000 tested, 0.33% active; in the data active = inhibition above about 35%
HKDC1 inhibitor = blocks human hexokinase HKDC1 activity | Q2TB90 | recombinant HKDC1, G6PDH/diaphorase resazurin coupled fluorescence | inhibition, % at 20 µM | 340,000 tested, 0.16% active | AID 493160;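 active = inhibition above about 35% when tested at 20 µM, limit read from the data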;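 note: plate controls were DMSO wells with enzyme for no effect and DMSO wells lacking enzyme for full effect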
Target sequence (Q2TB90 whole entry, looked up): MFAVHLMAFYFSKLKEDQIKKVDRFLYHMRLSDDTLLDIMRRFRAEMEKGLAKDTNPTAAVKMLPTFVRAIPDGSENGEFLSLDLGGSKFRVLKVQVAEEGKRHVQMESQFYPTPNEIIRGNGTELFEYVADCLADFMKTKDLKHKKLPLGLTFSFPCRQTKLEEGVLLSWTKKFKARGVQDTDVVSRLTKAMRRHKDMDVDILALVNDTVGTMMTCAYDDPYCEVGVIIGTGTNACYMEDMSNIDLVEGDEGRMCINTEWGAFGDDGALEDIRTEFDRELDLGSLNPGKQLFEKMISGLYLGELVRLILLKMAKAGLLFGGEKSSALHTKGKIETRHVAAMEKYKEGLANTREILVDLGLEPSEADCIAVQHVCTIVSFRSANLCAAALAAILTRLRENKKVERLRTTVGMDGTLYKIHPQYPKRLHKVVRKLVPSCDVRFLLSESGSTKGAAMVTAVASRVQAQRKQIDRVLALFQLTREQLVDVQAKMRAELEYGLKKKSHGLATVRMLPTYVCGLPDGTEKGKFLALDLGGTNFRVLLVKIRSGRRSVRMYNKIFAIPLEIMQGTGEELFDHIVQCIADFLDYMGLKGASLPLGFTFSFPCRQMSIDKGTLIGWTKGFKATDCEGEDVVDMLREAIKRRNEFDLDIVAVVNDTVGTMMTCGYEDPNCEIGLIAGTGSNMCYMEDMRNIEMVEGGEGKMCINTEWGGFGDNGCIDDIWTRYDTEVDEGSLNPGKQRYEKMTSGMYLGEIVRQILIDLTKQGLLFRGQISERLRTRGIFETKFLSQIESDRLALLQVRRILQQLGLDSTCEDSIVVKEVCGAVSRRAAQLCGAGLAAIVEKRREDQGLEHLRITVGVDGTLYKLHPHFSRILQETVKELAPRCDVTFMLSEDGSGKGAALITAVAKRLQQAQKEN
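Material: recombinant HKDC1 hexokinase; Amount: HKDC1 at 5 µg/mL; Medium: Tris pH 8.0 buffer with MgCl2, Tween-20, BSA, BME; Schedule: 90 min reaction incubation at room temperature, dark; Technique: coupled resazurin fluorescence, excitation 525 nm, emission 613 nm.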
SENP7 block = inhibitors of human SENP7 protease; recombinant SENP7, Z-RLRGG-aminoluciferin luminescence, 40 min; inhibition, % at 5 µM; 330,000 tested, 1.5% active; AID 434973;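 active = inhibition above about 50% at the single test dose, limit read from the data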;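 note: plate controls were DMSO with enzyme for no effect and no enzyme buffer wells for full effect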
Starred values were filed as active, the others as inactive; x = not tested or not shown. Cut-off read from the data, not from the text of the source, unless noted: active = inhibition above about 50%; inactive = the rest.

SMILES | Gli-Sufu block | Jurkat NFkB inh | SENP8 inh | Apaf-1 inh | UBC13 polyUb | 697 NFkB inh | HKDC1 inhibitor | SENP7 block
O=C(Nc1cccc(-c2cccc(Cl)c2)c1)C1CCN(Cc2ccc(CO)o2)CC1 | 23 | -4 | -2 | 34 | 25 | 5 | 1 | -4
Cc1cccc(NS(=O)(=O)c2cc3c(cc2C)N(C)CCO3)c1 | 6 | -5 | 10 | -2 | 6 | -8 | 1 | -7
CCOC(=O)c1c(NC(=O)CSc2ncccn2)sc2c1CC(C)(C)NC2(C)C | 17 | 11 | -9 | -4 | 8 | -23 | 0 | -3
Cc1cccc(C(=O)N2CC(=O)Nc3ccc(F)cc3C2c2ccc(F)cc2)c1 (configuration not stated) | 14 | 15 | 4 | 12 | 4 | 15 | -3 | 1
O=C(NCc1ccc(Cl)cc1)C(=O)N/N=C/c1ccc(Br)cc1 | -6 | 32 | -9 | -7 | -1 | 7 | 13 | -1
Cc1cc(NC(=O)CSc2nnnn2-c2ccc(C(C)C)cc2)no1 | -2 | 20 | 1 | 11 | 7 | 3 | 2 | 5
CCCSc1nc(N)c(C#N)c(-c2ccc(C)cc2)c1C#N | 3 | 0 | -8 | -7 | 25 | -4 | -5 | -4
CCc1cccc(NC(=O)CN(C)S(=O)(=O)c2cnc[nH]2)c1 | -2 | 0 | -5 | -4 | -2 | 16 | -3 | 0
COC(=O)C12CCC(C)(c3nc4ccccc4nc31)C2(C)C (configuration not stated) | 1 | 2 | 0 | -2 | -2 | 0 | -10 | -5
CCN1CCN(C(=O)C2(NC(=O)Nc3ccccc3Cl)CCCCC2)CC1 | -4 | -1 | -1 | 9 | 6 | 8 | 1 | 5
CC(=O)Nc1ccc(/C(C)=N/NC(=O)c2ccc(COc3ccccc3Cl)o2)cc1 | 0 | 4 | 1 | 9 | -10 | -4 | 9 | -4
O=C(NCCOc1ccccc1)c1cc2ccccc2o1 | -88 | -75 | -2 | 6 | -9 | -126 | 6 | 10
O=C(c1ccc(Cl)c(S(=O)(=O)Nc2ccccc2C(=O)N2CCc3ccccc3C2)c1)N1CCc2ccccc2C1 | 1 | -11 | -6 | 11 | -29 | 4 | 9 | 5
CCSC1=NCCN1C(=O)C(C)(C)Oc1ccc(Cl)cc1 | -6 | -13 | -2 | 5 | -5 | -11 | -5 | 7
CCOC(=O)c1sc(=S)n(C)c1NC(=O)c1ccc(OC)cc1 | 5 | 1 | -9 | -4 | 0 | -2 | -10 | -8
O=C1CN(C(=O)COC(=O)CNC(=O)c2ccc(Br)o2)c2ccccc2N1 | -11 | 5 | 5 | 1 | -3 | 5 | -11 | 2
CC(=O)c1cc2c(cc1NC(=O)c1cccc(S(=O)(=O)N3CCN(C)CC3)c1)OCO2 | 6 | -13 | 4 | -3 | -1 | -4 | 4 | 4
O=C(CCNC(=O)c1ccc(Cl)cc1)NCc1ccco1 | 2 | 10 | 7 | -6 | 13 | 18 | -3 | 0
Cc1ccc(N2C(SCC(=O)O)=NC(=Nc3cccc(C)c3)C23CCCC3)cc1 | -2 | 3 | 7 | -6 | 0 | 24 | -2 | 0
N#Cc1cc(N)ccc1-n1cccc1 | -2 | 5 | -10 | -6 | -2 | -3 | -4 | -10
Cc1cccc(OCc2nc(-c3nonc3N)no2)c1C | -80 | -77 | -6 | 14 | -10 | -79 | 8 | 12
Cc1ccn2cc(-c3cccc(NC(=O)c4cccs4)c3)nc2c1 | -86 | -52 | 33 | 5 | 1 | -83 | -1 | 48
CCOC(=O)C1=NNC(C(=O)c2ccccc2)C1c1ccc(C)cc1 (configuration not stated) | 4 | 2 | -4 | 18 | -7 | 10 | 2 | -8
COc1cccc(CN(C)C(c2ccccc2)c2ccccc2)c1OC | -10 | -6 | -6 | 9 | -3 | 7 | 1 | -1
CC(=O)Oc1cccc2c1C(=O)c1c(OC(C)=O)cc(C(=O)O)cc1C2=O | 5 | 16 | 10 | 2 | -22 | 0 | 21 | 12
Cc1cccc(NC(=O)CN(c2ccc(C(C)C)cc2)S(=O)(=O)c2c(C)nn(C)c2C)n1 | 1 | 15 | -2 | 14 | 11 | 16 | 1 | 6
COc1ccc(C)c(NC(=O)NCCc2cnc[nH]2)c1 | -4 | 5 | 8 | -5 | -5 | -1 | -5 | 4
CCOc1ccc2[nH]c3c(NCCN(C)C)ncnc3c2c1 | x | 0 | 3 | 2 | 16 | 25 | x | 2
COC(=O)c1ccc(NC(=O)CNCc2ccncc2)cc1 | -9 | -6 | -6 | 7 | -9 | -4 | 13 | -5
O=C(CSc1nnc(CNC(=O)c2cccs2)o1)NCC1CCCO1 (configuration not stated) | -1 | 1 | 5 | -10 | 5 | -8 | -3 | -2
COc1ccc(N2CC(C(=O)N[C@@H](CC(C)C)C(=O)NC3CCCCC3)CC2=O)cc1 (some centres not stated) | -13 | -8 | -5 | 8 | -9 | -2 | 2 | 6
COC(=O)CCCC(=O)NC1CC(C)(C)Cc2c1cnn2-c1ccc(C)cc1 (configuration not stated) | 14 | 5 | 8 | -5 | -11 | 2 | -4 | 5
N/C(=N\OC(=O)c1ccc(F)cc1)c1ccc(Br)cc1 | -54 | -81 | -12 | 5 | -9 | -84 | -4 | 18
CC(=O)Nc1ccc(C(=O)Nc2ccc(S(=O)(=O)NCC3CCCO3)cc2)cc1 (configuration not stated) | -2 | -5 | -8 | 7 | -16 | -23 | 7 | -6
Cc1nc(N2CCOCC2)c(C#N)c(C)c1Br | 0 | 2 | 8 | 17 | 6 | -10 | 3 | -5
COc1ccc(S(=O)(=O)N(C)C[C@H]2Oc3ccc(NS(=O)(=O)c4ccccc4)cc3C(=O)N([C@H](C)CO)C[C@@H]2C)cc1 | 0 | -3 | -14 | 8 | -3 | -1 | -1 | -10
CCc1ccc2nc(NC(=O)C3CSC4(C)CCC(=O)N34)sc2c1 (configuration not stated) | -19 | -35 | 4 | 25 | 1 | -45 | 3 | 5
Cc1cccc(NC(=S)NCc2ccccc2)c1C | -5 | -7 | -5 | 6 | -5 | 11 | -7 | 15
CCOC(=O)C1=C(C)N(CCCCCC(=O)O)C(=O)NC1c1ccccc1OC(=O)c1cccs1 (configuration not stated) | 14 | -1 | -14 | 3 | -10 | 15 | -1 | -12
C/C(CC(=O)N1CCN(C=O)CC1)=N\NC(=O)c1ccc(Br)cc1 | 3 | -3 | 6 | 3 | -2 | -22 | -4 | 4
COCCNC(=O)CSc1nc2nc(C)cc(C)n2n1 | 3 | -11 | -6 | -1 | -1 | 17 | -13 | 0
Cc1c(NS(=O)(=O)c2ccc(F)cc2)c(=O)n(-c2ccccc2)n1C | -10 | -21 | 20 | -2 | -8 | -23 | -5 | -13
O=C(c1ccc(Br)o1)N1CCN(c2ncccn2)CC1 | -9 | -23 | -7 | 12 | -15 | -16 | 6 | -7
Cn1cc(CNC(=O)c2ccc3nc(Cc4ccccc4F)oc3c2)cn1 | -18 | -63 | -4 | -9 | 0 | -80 | -7 | -6
COc1ccc(OC)c(/C=N/NC(=O)CNC(=O)c2ccc(S(=O)(=O)N3CCCC3)cc2)c1 | 8 | -1 | -6 | 4 | 4 | 6 | -6 | -4
C=CCN(c1ccccc1C(=O)O)S(=O)(=O)c1ccc(NC(=O)OC)cc1 | 6 | 7 | 0 | -13 | 14 | 9 | -2 | 0
CCN1C(=O)N(C)[C@@H](c2ccccc2)C(C(C)=O)=C1C | -9 | -13 | -10 | 2 | -12 | -20 | -1 | -7
O=C(COc1ccccc1)NCC(=O)N/N=C/c1ccc(Cl)cc1 | 11 | -11 | 4 | 11 | -4 | 4 | -4 | 4
C=CCNc1nc(-c2ccc(Cl)cc2)cs1 | 6 | -157 | 80* | 15 | 4 | -151 | 11 | 75*
CCCN(CC(=O)Nc1ccccc1C)C(=O)C1CCN(S(=O)(=O)c2cccc(C(F)(F)F)c2)CC1 | -8 | 2 | 14 | 26 | 18 | -1 | -5 | 7
NC(=S)Nc1cccc(-c2n[nH]c(=S)o2)c1 | 6 | 3 | 2 | -7 | 2 | 0 | -9 | -2
COCc1c(C(=O)N/N=C/c2cccc3ccccc23)nnn1-c1nonc1N | -2 | 3 | -4 | 0 | -1 | 16 | -14 | 7
Cc1cc(C(F)(F)F)n2nc(-c3cccs3)cc2n1 | -16 | -43 | -18 | -22 | 0 | -57 | 2 | 14
O=C(O)c1cc([N+](=O)[O-])ccc1NCc1cccnc1 | -9 | 11 | 12 | -16 | -1 | -7 | -5 | -3
COc1ccc(CNC(=O)C2CCN(S(=O)(=O)c3ccc(SC)cc3)CC2)cc1 | -3 | 25 | -1 | 5 | 6 | 16 | -2 | 5
COCc1ccc(-c2c(-c3cc(OC)cc(OC)c3)oc(=O)c3cc(OC)c(OC)cc23)cc1 | 16 | -22 | 0 | 14 | 28 | -16 | 1 | -3
COC(=O)c1ccccc1NC(=O)Nc1cc(C)cc(C)n1 | 11 | -12 | -6 | -17 | 0 | 11 | 16 | 10
CC1CN(C(=S)SCC(=O)c2ccc([N+](=O)[O-])cc2)CC(C)O1 (configuration not stated) | -14 | 5 | -3 | 3 | 2 | 13 | -4 | -8
COc1ccccc1-c1cn(-c2ccccc2)c(=S)[nH]1 | x | -20 | -5 | 7 | -8 | -10 | 0 | -8
Cc1ccc(S(=O)(=O)CCC(=O)NCc2ccccc2F)cc1 | -9 | 19 | -5 | -3 | -1 | 3 | -5 | -5

Arranged by length of the SMILES (rising): eleven of the compounds above.
SMILES | Gli-Sufu block | Jurkat NFkB inh | SENP8 inh | Apaf-1 inh | UBC13 polyUb | 697 NFkB inh | HKDC1 inhibitor | SENP7 block
C=CCNc1nc(-c2ccc(Cl)cc2)cs1 | 6 | -157 | 80* | 15 | 4 | -151 | 11 | 75*
NC(=S)Nc1cccc(-c2n[nH]c(=S)o2)c1 | 6 | 3 | 2 | -7 | 2 | 0 | -9 | -2
Cc1cc(C(F)(F)F)n2nc(-c3cccs3)cc2n1 | -16 | -43 | -18 | -22 | 0 | -57 | 2 | 14
COC(=O)c1ccccc1NC(=O)Nc1cc(C)cc(C)n1 | 11 | -12 | -6 | -17 | 0 | 11 | 16 | 10
O=C(O)c1cc([N+](=O)[O-])ccc1NCc1cccnc1 | -9 | 11 | 12 | -16 | -1 | -7 | -5 | -3
CCN1C(=O)N(C)[C@@H](c2ccccc2)C(C(C)=O)=C1C | -9 | -13 | -10 | 2 | -12 | -20 | -1 | -7
COCc1c(C(=O)N/N=C/c2cccc3ccccc23)nnn1-c1nonc1N | -2 | 3 | -4 | 0 | -1 | 16 | -14 | 7
CC1CN(C(=S)SCC(=O)c2ccc([N+](=O)[O-])cc2)CC(C)O1 (configuration not stated) | -14 | 5 | -3 | 3 | 2 | 13 | -4 | -8
COc1ccc(CNC(=O)C2CCN(S(=O)(=O)c3ccc(SC)cc3)CC2)cc1 | -3 | 25 | -1 | 5 | 6 | 16 | -2 | 5
COCc1ccc(-c2c(-c3cc(OC)cc(OC)c3)oc(=O)c3cc(OC)c(OC)cc23)cc1 | 16 | -22 | 0 | 14 | 28 | -16 | 1 | -3
CCCN(CC(=O)Nc1ccccc1C)C(=O)C1CCN(S(=O)(=O)c2cccc(C(F)(F)F)c2)CC1 | -8 | 2 | 14 | 26 | 18 | -1 | -5 | 7

(list continues)
SMILES | Gli-Sufu block | Jurkat NFkB inh | SENP8 inh | Apaf-1 inh | UBC13 polyUb | 697 NFkB inh | HKDC1 inhibitor | SENP7 block
Cc1ccc(S(=O)(=O)N(CC2CO2)c2cccc([N+](=O)[O-])c2)cc1 (configuration not stated) | -16 | 17 | 1 | -2 | 1 | 15 | 5 | 2
COC(=O)c1cn(CC(=O)N2CCCCCC2)c2ccccc12 | 8 | 7 | -2 | -2 | 7 | 14 | 3 | 1
CCOc1ccc(S(=O)(=O)NCc2cccs2)cc1C(C)C | 2 | -12 | -4 | 29 | -4 | -10 | 7 | 6
CC(C)(C)C1=NN=C2c3ccccc3C(=O)C21 (configuration not stated) | -11 | -4 | -10 | 8 | 1 | 13 | 2 | -4

Screening results from PubChem.
